# CAL PDZ FP-1 – untagged CAL PDZ binding inhibitors, primary screen, biochemical, fluorescence polarization, HTS; purified CAL PDZ, TMR-peptide fluorescence polarization, 1 h; inhibition, % at 24.9 µM; actives 0.92% (n = 300,000); AID 602252, 2012;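 active = mean inhibition of at least 30% with at least half of replicates also reaching 30%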;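 note: 0% = DMSO neutral control and 100% = excess unlabeled competitor peptide PRC23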
# phage Ecoli inh – growth loss of phage-infected E. coli, primary screen, RecBCD inhibitor project, absorbance, with phage, HTS; actives 0.26% (n = 360,000); inhibition, % at 11.9 µM; in the data active = inhibition above about 11%
# SR-BI DiI-HDL act – activators of SR-BI mediated DiI-HDL uptake, primary screen, ldlA[mSR-BI] CHO cells, DiI fluorescence; 3 h; 100 = double the neutral-control signal; activation, % at 12.5 µM; actives 0.096% (n = 320,000); AID 504775, 2011;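 active = mean replicate activation of at least 60% and every replicate at or above 60%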;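 note: 0% = median plate neutral-control signal and 100% = twice that signal; values of inactives mirror those of a sister screen read the other way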
#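 Material – SR-BI-overexpressing, LDLR-lacking CHO cells · Medium – BSA-supplemented, HEPES-buffered Ham's F12, pH 7.4 · Doses – single concentration · Times – compound with DiI-HDL co-incubation, 3 h at 37 °C · Measured by – bottom-read fluorescence, 550/595 nm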
# MITF act – activators of MITF-driven TRPM1 promoter reporter, primary screen, cell-based, SK-MEL-5, luciferase, single point. SK-MEL-5 TRPM1-promoter luciferase, 24 h; % of positive control, neutral wells = 0. activation, % at 12.5 µM. actives 0.75% (n = 300,000);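 active = mean activation of at least 80% with every replicate also reaching 80%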;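 note: 0% = neutral control wells and 100% = parthenolide positive control wells; values of inactives mirror those of a sister screen read the other way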
# SR-BI HDL uptake – inhibitors of SR-BI mediated HDL lipid uptake, primary screen, ldlA[mSR-BI] cells, fluorescence, single point; inhibition, % at 12.5 µM; ldlA[mSR-BI] CHO cells, DiI-HDL uptake fluorescence, 3 h; actives 0.96% (n = 320,000);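 active = mean replicate inhibition of at least 70% and a set share of replicates each scoring 70 or more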;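 note: 0% = median of neutral control wells and 100% = median of positive control wells; values of inactives mirror those of a sister screen read the other way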
# Target sequence (Q61009 whole entry, looked up): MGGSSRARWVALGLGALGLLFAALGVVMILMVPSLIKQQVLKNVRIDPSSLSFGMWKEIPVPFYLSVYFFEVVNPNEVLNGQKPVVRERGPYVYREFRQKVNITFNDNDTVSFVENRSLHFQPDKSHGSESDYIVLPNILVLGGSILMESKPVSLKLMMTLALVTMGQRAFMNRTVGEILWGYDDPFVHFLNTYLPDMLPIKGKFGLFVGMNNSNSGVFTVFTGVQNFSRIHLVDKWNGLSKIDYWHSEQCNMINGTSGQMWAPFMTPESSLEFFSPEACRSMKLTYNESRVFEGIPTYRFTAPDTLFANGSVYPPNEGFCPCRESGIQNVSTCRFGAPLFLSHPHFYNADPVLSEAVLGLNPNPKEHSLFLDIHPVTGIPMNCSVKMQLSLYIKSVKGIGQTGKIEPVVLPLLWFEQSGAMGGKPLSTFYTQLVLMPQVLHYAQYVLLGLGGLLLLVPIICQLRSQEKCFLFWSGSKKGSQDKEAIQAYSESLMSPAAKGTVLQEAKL
# Wnt act – Wnt/beta-catenin pathway activators, primary screen, cell-based, plate reader, single point; activation, % at 9.35 µM; AID 743398, 2014; Wnt/beta-catenin reporter cell assay, activator; actives 1.2% (n = 300,000); in the data active = activation above about 30%, passing the limit was not always enough;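 note: 0% = neutral control wells and 100% = positive control wells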
# E coli growth – E. coli V3065 growth inhibition, primary screen, counter-screen for AddAB inhibitor project, absorbance, OD600. AID 449728, 2010. actives 0.27% (n = 330,000). 18 h. inhibition, % at 11.9 µM;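 active = inhibition above the campaign's mean inhibition across all tested compounds plus 3 SD, cut at about 9.9% in these data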;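 note: uninfected addAB+ strain grown without phage in ampicillin broth; 0% = DMSO wells and 100% = ciprofloxacin 0.95 µg/ml wells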
# CAL PDZ FP-2 – CAL PDZ peptide-binding inhibitors, primary screen, biochemical, fluorescence polarization, Cer-tagged CAL PDZ, HTS. Golgi-associated PDZ and coiled-coil motif-containing protein (Homo sapiens), Q9HD26. purified CAL PDZ, TMR-peptide fluorescence polarization, 1 h. inhibition, % at 20 µM. actives 0.02% (n = 330,000). AID 504414, 2011;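 active = highest replicate inhibition of at least 40%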;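 note: plate controls were DMSO neutral control wells for no effect and unlabeled competitor peptide control wells for full effect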
#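 System: tagged CAL PDZ domain. Schedule: 1 h room-temperature incubation prior to read. Signal: fluorescence polarization (mP). Measure: percent inhibition from loss of millipolarization.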
# Tat export inh – E. coli Tat export inhibitors, primary screen, MC4100, TorA-mCherry reporter, fluorescence, single point. actives 0.036% (n = 340,000). AID 488895, 2010. inhibition, % at 10 µM;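 active = mean replicate inhibition at least 50% and at least half of replicates individually reaching 50%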;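 note: exported cargo escapes ClpAP degradation while cytoplasmic cargo is degraded and loses fluorescence; 0% = median of neutral control wells and 100% = median of NaSCN control wells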
# AddAB inh – growth inhibition of E. coli expressing H. pylori AddAB, primary screen, AddAB inhibitor project, absorbance; inhibition, % at 11.9 µM; actives 0.29% (n = 330,000); in the data active = inhibition above about 12%;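 note: 0% = vehicle wells of infected cells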
# Active calls of the source: *; nt = no result given.
SMILES,CAL PDZ FP-1,phage Ecoli inh,SR-BI DiI-HDL act,MITF act,SR-BI HDL uptake,Wnt act,E coli growth,CAL PDZ FP-2,Tat export inh,AddAB inh
C=C(C)C1CC=C(C)/C(=N/NC(=O)CCCNc2cccc(C)c2)C1 (centres undefined),-3.1,7.8,-15.4,-1.9,15.4,-2.7,-3.7,-3.0,-1.3,-0.2
CC1=CC(C)(C)N(C(=O)CNC2CCCCC2)c2cc(C)ccc21,2.0,-0.7,4.9,-3.9,-4.9,-2.0,-2.0,-1.9,2.3,-0.2
CCSc1ncc(Cl)c(C(=O)Nc2ccccc2C)n1,-5.2,1.3,-18.6,7.0,18.6,-2.8,-1.0,nt,-1.1,0.2
O=C(c1cc(-c2ccc(Cl)cc2)on1)N1CCN(c2ccc(F)cc2)CC1,-2.7,0.2,15.7,0.0,-15.7,-1.1,-0.6,-2.5,-4.2,2.1
CC(Sc1nncs1)C(=O)Nc1ccc(Cl)cn1 (centres undefined),-0.5,3.8,19.9,-0.6,-19.9,2.0,-1.1,-0.1,2.1,4.0
O=C(CN1C(=O)CSC1=O)NCc1ccccc1,-1.6,3.7,13.7,3.7,-13.7,0.1,-0.6,-1.3,-1.0,3.6
Cc1nc2c(nnn2Cc2ccccc2Cl)c(=O)[nH]1,nt,2.8,-4.6,nt,4.6,-1.1,-0.8,-2.2,-12.1,-0.7
CCCCCCCNC(=O)C1(CC2CC(c3ccccc3)=NO2)CCN(C(=O)c2ccccc2)CC1 (centres undefined),1.2,2.0,1.8,-6.8,-1.8,-1.2,-0.6,-0.5,19.1,1.7
O=C(CCC(=O)N1CCOCC1)Nc1ccc(Cl)c(Cl)c1,-3.8,1.4,24.1,3.5,-24.1,1.4,2.9,-0.6,-4.3,3.0
O=C(c1cc(COc2cccc(C(F)(F)F)c2)on1)N1CCC(c2ccccc2)CC1,-2.5,0.4,5.2,4.7,-5.2,1.0,-0.2,-1.4,14.4,0.7
CCCCc1ccc(NC(=O)CN(C)CC(=O)Nc2ccccc2Cl)cc1,-3.5,1.4,-7.9,-12.5,7.9,-1.1,1.3,-0.6,15.7,-0.4
CCOc1ccc2cc(S(=O)(=O)N3CCN(C)CC3)ccc2c1,1.0,1.3,43.5,1.7,-43.5,-1.9,-0.3,-2.7,0.9,0.8
CCOC(=O)c1ccc(NC(=O)CN2C(=O)CSC(C)C2=O)cc1 (centres undefined),-3.9,4.7,-5.8,21.3,5.8,nt,3.7,-2.2,0.3,2.1
CCCCNS(=O)(=O)CCNCc1ccc(OC)cc1,-3.4,3.8,-10.5,4.0,10.5,-1.2,2.0,-0.8,-4.6,1.2
COc1ccc(NC(=O)Cn2c(=O)n(CC(=O)NCc3ccco3)c(=O)c3ccccc32)cc1,2.7,1.2,nt,-3.5,5.7,4.7,-1.6,-0.3,-12.3,1.6
CCCc1nc2scc(-c3ccccc3)c2c(=O)n1N,nt,3.3,-18.0,3.3,18.0,nt,0.2,-1.3,4.9,3.0
CCOc1ccc(NC(=O)CCN2CCN(S(=O)(=O)c3cc(Cl)ccc3OC)CC2)cc1,0.4,-0.9,-9.7,-10.3,9.7,-2.9,0.7,-0.1,0.6,2.4
CCCCC(=O)N1CC(=O)Nc2ccc(F)cc2C1c1ccccc1 (centres undefined),-6.0,0.7,2.1,-10.8,-2.1,4.0,-2.7,-1.5,-0.2,-0.2
COc1ccc(NCc2n[nH]c(=O)c3ccccc23)cc1,-1.0,2.9,14.8,nt,-14.8,nt,1.8,-1.2,-2.2,2.4
CCN(CC)C(=O)c1nc[nH]c1C(=O)N(C)Cc1ccccc1,-2.5,2.6,13.2,6.6,-13.2,-3.2,-3.6,-0.1,6.4,-0.1
CCc1cccc(NC(=O)CCCSc2nc3ccccc3[nH]2)c1,-3.1,5.0,11.1,-9.3,-11.1,nt,6.3,-1.1,-17.9,12.4*
Cc1nc2c3ccccc3nc(NNC(=O)CCC(=O)NCCN3CCN(c4ccccc4F)CC3)n2n1,6.0,nt,-4.4,7.3,4.4,nt,-1.9,-1.6,11.4,-1.7
COc1ccc(OC)c(S(=O)(=O)N(C)CC(=O)Nc2ccccc2OC)c1,-0.8,2.7,-12.2,3.6,12.2,nt,0.2,-0.5,5.8,2.6
O=C(NCCc1ccccc1)c1ccc(S(=O)(=O)N2CCCC2)cc1,2.7,2.6,-22.6,10.1,22.6,4.7,1.4,-4.8,3.1,2.6
COc1cc(OC)cc(C(=O)N[C@H](C(=O)NCc2cccs2)C(C)C)c1,-2.1,0.3,7.1,-3.0,-7.1,-0.4,-1.8,0.0,15.5,-1.5
Cc1onc(-c2c(F)cccc2Cl)c1C(=O)NC1CCSC1=O (centres undefined),0.0,0.9,-7.3,6.2,7.3,-0.1,2.5,-3.0,-2.1,-1.3
CN(C)c1ccc(/C=N/NC(=O)c2ccc(Cl)cc2)cc1,-0.9,3.5,-23.2,5.3,23.2,-2.1,-1.8,-1.9,2.5,-2.4
CCN(CC(=O)NCc1cccs1)C(=O)CCC(=O)c1ccc(C)cc1,-1.0,1.8,-13.0,-0.3,13.0,-1.9,-2.4,-0.2,1.5,-1.5
Cc1ccc(C(=O)CCC(=O)OCC(=O)Nc2nnc(-c3ccccc3)o2)cc1,-11.4,-2.9,43.8,8.9,-43.8,2.2,nt,-1.6,-1.3,nt
O=C(O)c1cccnc1Sc1ccccc1Cl,0.0,2.6,nt,-4.8,nt,2.3,-0.4,-2.0,-7.9,1.0
COc1ccccc1CN1CC(C(=O)NCc2ccc(C)c(F)c2)CCC1=O (centres undefined),-2.5,2.7,-4.1,12.7,4.1,0.0,2.3,0.4,-0.8,1.7
COc1cc(C(=O)OCC(=O)NC(N)=O)cc(CN2C(=O)c3ccccc3C2=O)c1OC,-1.4,1.9,18.2,5.0,-18.2,-0.7,-2.0,-0.7,7.2,-3.7
CC(C)Oc1cccc(C(=O)C2CCCN(C(=O)c3ccnn3C)C2)c1 (centres undefined),-0.5,6.0,-8.3,-10.5,8.3,4.3,1.8,-1.6,-1.4,0.6
COC(=O)C1CN(C(=O)COc2ccc(C)cc2)c2ccccc2O1 (centres undefined),-7.5,3.7,nt,2.9,nt,-2.6,2.0,-1.6,-13.7,-2.1
CCn1c2ccccc2c2cc(NC(=O)c3cccc(OC)c3OC)ccc21,1.1,4.2,-40.9,5.1,40.9,-1.1,-0.3,1.2,15.5,0.4
COc1ccc(C(=O)NCc2ccccc2C)cc1S(=O)(=O)NC1CCCC1,-2.0,1.8,-17.2,-3.9,17.2,4.6,1.9,-1.3,-5.2,-1.5
Cc1ccc(SCC(=O)NCCC2=CCCCC2)cc1,21.3,2.2,12.8,42.1,-12.8,9.7,-0.1,-2.0,12.0,1.5
COc1ccc(-c2ccnc(SCC(=O)N3CCN(c4ccccc4)CC3)n2)cc1,nt,-0.3,5.1,nt,-5.1,1.1,-1.1,-1.2,-2.5,0.1
[O-]/[N+](=C\c1ccccc1)c1ccc(Br)cc1,7.5,2.2,-0.7,63.2,0.7,32.2*,-3.4,0.5,-0.1,2.0
O=C(O)c1ccc(CSc2nnc(-c3ccccc3)n2-c2ccccc2)cc1,-5.0,-1.2,nt,-3.7,nt,34.9*,2.0,-2.7,-1.6,0.5
CC(C)c1nnc(NC(=O)Cc2ccccc2[N+](=O)[O-])s1,13.4,0.9,-0.3,-2.8,0.3,nt,0.5,-0.1,5.3,0.8
N#CC1(NC(=O)CN2C(=O)NC(c3ccccc3)(c3ccccc3)C2=O)CCCC1,-0.7,-2.6,-3.8,-4.3,3.8,-2.6,0.7,-0.3,0.6,2.7
CCCN1C2CCCC1CC(NC(=O)c1ccc(Br)cc1)C2 (centres undefined),nt,-1.3,-11.8,-0.5,11.8,-0.2,-2.6,-0.3,-2.4,3.2
Cn1c(SCC(N)=O)nnc1-c1cnccn1,nt,2.1,14.4,13.8,-14.4,-0.4,-2.5,0.3,0.1,-0.4
CN1CCN(C(=O)CN(C2CCCCC2)S(=O)(=O)c2ccc(Br)cc2)CC1,1.9,3.1,15.3,12.9,-15.3,-0.9,-1.8,0.2,-1.7,4.8
CCC(=O)c1ccc2ncccc2c1,-4.8,0.2,nt,12.9,nt,3.3,-2.6,-0.9,2.4,1.8
Cc1cc(C)c(S(=O)(=O)Nc2c(C)[nH]c(=O)[nH]c2=O)c(C)c1,-1.6,1.3,14.7,-3.8,-14.7,-2.5,0.8,-0.4,-6.7,1.6
CCOc1cccc2c1OC1(C)CC2NC(=O)N1c1cccc(C(=O)NCc2ccccn2)c1 (centres undefined),nt,2.8,21.8,-6.6,-21.8,-1.0,0.6,-0.3,3.2,0.3
O=C(COC(=O)COc1ccccc1)Nc1ncc(Cl)cc1Cl,-1.9,1.8,-2.8,5.6,2.8,-5.4,-2.7,-0.6,-5.6,0.5
CCN(C(=S)Nc1ccc(Oc2ccccc2)cc1)c1ccccc1,-1.0,4.7,20.4,-0.6,-20.4,nt,0.5,-0.6,-9.3,0.6
O=C(/C=C\c1ccc2c(c1)OCO2)CC1(O)C(=O)Nc2ccccc21 (centres undefined),89.0*,3.4,8.3,0.2,-8.3,7.6,0.2,nt,5.4,2.3
N#CCSc1nnc(CNc2ccc(F)cc2)o1,-1.5,4.3,-13.8,nt,13.8,-4.5,-2.2,-1.1,-1.4,1.2
Cc1nn(-c2ccccc2)c2[nH]c(=O)c(CNCc3ccc4c(c3)OCO4)cc12,-10.3,2.6,-8.0,nt,8.0,nt,-2.8,-5.0,-4.9,0.6
Cc1cccc(OCCCC(=O)Nc2ccc(S(=O)(=O)Nc3ncccn3)cc2)c1C,-1.2,0.7,5.4,-1.6,-5.4,-2.0,1.4,0.1,0.4,0.1
COc1c(Cl)cnn(-c2ccccc2)c1=O,-7.1,5.1,12.3,-7.9,-12.3,nt,-0.7,0.1,-20.7,1.9

# Entries of single compounds, looked up by structure.
# Cc1ccc(C(=O)CCC(=O)OCC(=O)Nc2nnc(-c3ccccc3)o2)cc1 is entered as CAL PDZ FP-1 = -11.4; phage Ecoli inh = -2.9; SR-BI DiI-HDL act = 43.8; MITF act = 8.9; SR-BI HDL uptake = -43.8; Wnt act = 2.2; E coli growth = nt; CAL PDZ FP-2 = -1.6; Tat export inh = -1.3; AddAB inh = nt
# O=C(/C=C\c1ccc2c(c1)OCO2)CC1(O)C(=O)Nc2ccccc21 (centres undefined) is entered as CAL PDZ FP-1 = 89.0*; phage Ecoli inh = 3.4; SR-BI DiI-HDL act = 8.3; MITF act = 0.2; SR-BI HDL uptake = -8.3; Wnt act = 7.6; E coli growth = 0.2; CAL PDZ FP-2 = nt; Tat export inh = 5.4; AddAB inh = 2.3
# O=C(COC(=O)COc1ccccc1)Nc1ncc(Cl)cc1Cl is entered as CAL PDZ FP-1 = -1.9; phage Ecoli inh = 1.8; SR-BI DiI-HDL act = -2.8; MITF act = 5.6; SR-BI HDL uptake = 2.8; Wnt act = -5.4; E coli growth = -2.7; CAL PDZ FP-2 = -0.6; Tat export inh = -5.6; AddAB inh = 0.5

# From PubChem
